Source: PubChem BioAssay
a7 integrin act = integrin-mediated muscular dystrophy alleviation activation. alpha7betagal myoblasts, beta-gal FDG fluorescence, 48 h. Potency, µM (doses to about 38.3 µM), for the others: top-dose activation, usual class: activators. 350,000 compounds, 0.064% hits;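 note: potency is the fitted concentration of half-maximal effect; 100% = response of the positive control SU9516; nearly all actives have a fitted effect of over 60% in size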
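Alpha7betagal+/- myoblasts (passage 13) were plated 16-24 hr, then exposed to compounds (1:260 dilution of DMSO stock) for 48 hours at 37C. After MPER lysis, β-galactosidase reporter activity was read as FDG fluorescence (ex 480/em 540) after 30 minutes.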
CXXC DNA block = blocks binding of human MLL CXXC domain to DNA | Potency, µM (doses to about 115 µM), for inactives: at the highest dose activity change, negative = inhibition, most hits filed as inhibitors | AID 2662 | 290,000 compounds, 0.037% hits | Q03164 | MLL-CXXC / FITC-HOXA9 DNA fluorescence polarization; active = well fitted inhibition curve with a large enough effect in the polarisation, with a control signal flat, not every such curve was filed as active; inconclusive = small, poorly fitted or top-dose-only effect, or effect the other way, or a change in a side signal; inactive = no such curve, though single readings can be large or run the other way; the % refers to the polarisation; note: potency is the fitted concentration of half-maximal effect
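Purified MLL-CXXC (added from a 7 uM solution) was preincubated 5 min at ambient with pinned compounds in 50 mM Tris-HCl pH 7.5, 50 mM NaCl, 1 mM DTT, 0.05% BSA. Fluorescein-labeled HOX-A9 DNA (50 nM solution) followed, 30 min, then polarization read.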
BRCA1 expr up = BRCA1 expression activation. MCF7-BRCA1-FFLuc reporter, luminescence, 48 h; response scale: scaled: vehicle 0%, 10 µM genistein 100%. Potency, µM (titrated, usually from 46.1 µM), without a hit: at the top dose activation, actives largely listed as activators. 380,000 compounds, 1.1% hits; note: potency is the fitted concentration of half-maximal effect; nearly all actives have a fitted effect of over 80% in size; some results filed as inactive show a strong effect at the top dose
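Activators of BRCA1 expression were detected as increased firefly luciferase luminescence in engineered MCF7 cells after 48 h compound incubation. Signals were scaled to genistein 10 microM as full activation.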
TRPV1 ag = human TRPV1 agonism | Q8NER1 | activation, % at 8.33 µM | TRPV1-expressing cells, Fluo-8 calcium influx, agonist mode | 320,000 compounds, 0.19% hits | AID 540275; in the data active = activation above about 80%; inconclusive = between about 30% and that limit; note: 0% is about no effect
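Fluo-8 calcium influx in TRPV1-expressing cells, kinetic read (ex 480/em 520 nm). Compound added and read 3 min for agonist activity, followed by capsaicin at EC20 final and 2 min further read for enhancement.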
PTAP TSG101 blk = blocks PTAP/TSG101 interaction to inhibit HIV-1 budding | Q99816 | Fluorescence polarization, FITC-PTAP peptide / Tsg101 binding | Potency, µM (top dose mostly 115 µM), for inactives: at the top dose activity change, negative = inhibition, hits mostly inhibitors | 340,000 tested, under 10 active; active = well fitted inhibition curve with a large enough effect in the main read-out, with a control signal flat, not every such curve was filed as active; inconclusive = small, poorly fitted or top-dose-only effect, or effect the other way, or a change in a side signal; inactive = no such curve, though single readings can be large or run the other way; note: potency is the fitted concentration of half-maximal effect; % of control where 0% means no effect
Target sequence (Q99816 whole entry, looked up): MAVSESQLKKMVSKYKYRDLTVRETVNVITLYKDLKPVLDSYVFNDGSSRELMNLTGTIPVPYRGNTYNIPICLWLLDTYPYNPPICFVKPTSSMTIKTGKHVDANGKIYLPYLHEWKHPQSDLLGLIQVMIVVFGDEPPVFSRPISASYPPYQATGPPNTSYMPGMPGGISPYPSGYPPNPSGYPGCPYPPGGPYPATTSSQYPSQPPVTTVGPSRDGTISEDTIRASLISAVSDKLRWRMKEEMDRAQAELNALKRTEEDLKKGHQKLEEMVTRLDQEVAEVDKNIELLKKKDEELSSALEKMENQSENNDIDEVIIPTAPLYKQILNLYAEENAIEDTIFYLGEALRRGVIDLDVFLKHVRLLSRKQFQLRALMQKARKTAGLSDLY
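Fluorescence polarization binding of Tsg101 binding domain (10 uM final) to FITC-labeled PTAP peptide (50 nM final) in HEPES pH 7.5 buffer with NaCl, Tween 20, EDTA, TCEP. Compounds added before peptide; binding 20 min at RT.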
ELG1 repair inh = blocks ELG1-dependent DNA repair in HEK293T cells | Potency, µM (top dose mostly 46.1 µM), without a hit: at the highest dose activity change, negative = inhibition, actives largely listed as inhibitors | 330,000 compounds, 2.3% hits | HEK293T ELG1-luciferase reporter, luminescence, 16 h; DNA damage induced by 5-fluorouridine; note: potency is the fitted concentration of half-maximal effect; % is set by controls: 0 for no effect and ±100 for the full control effect; nearly all actives have a fitted effect of over 55% in size
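Step one: seed 2,000 cells per well. Step two: pin-transfer compound or DMSO alongside 5-fluorouridine. Step three: incubate 16 hr, 37 °C, 5% CO2. Step four: add ONE-Glo, wait 30 min, read luminescence.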
A-T KAP1 phos = candidate therapy for ataxia-telangiectasia | […] A-T fibroblasts, KAP-1 phosphorylation AlphaLISA; neocarzinostatin DNA damage 30 min before lysis | Potency, µM (titrated, usually from 57.5 µM), inactives show at the top dose activation, hits mostly activators | 320,000 compounds, 0.19% hits | AID 485349; note: potency is the fitted concentration of half-maximal effect; % of control where 0% means no effect; nearly all actives have a fitted effect of over 45% in size
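hTERT-immortalized A-T patient fibroblasts ([…]), 500 cells/well in OPTI-MEM, 1% FBS, got compounds for 60 min, then NCS for 30 min at 37C. Lysates were then assayed for phospho-KAP-1 by AlphaLISA (anti-pKAP1 donor, anti-KAP1 acceptor beads), 6 hr at 25C.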
B2AR arrestin = beta2AR (human) beta-arrestin recruitment activity; beta-arrestin recruitment to beta2AR, cell-based reporter; Potency, µM (doses to about 46.1 µM), without a hit: at the top dose activation, hits mostly activators; 330,000 compounds, 0.02% hits;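 note: potency is the fitted concentration of half-maximal effect; 0% = DMSO controls and full agonism = EC100 isoproterenol or metaproterenol; nearly all actives have a fitted effect of over 65% in size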
Target sequence (P07550 whole entry, looked up): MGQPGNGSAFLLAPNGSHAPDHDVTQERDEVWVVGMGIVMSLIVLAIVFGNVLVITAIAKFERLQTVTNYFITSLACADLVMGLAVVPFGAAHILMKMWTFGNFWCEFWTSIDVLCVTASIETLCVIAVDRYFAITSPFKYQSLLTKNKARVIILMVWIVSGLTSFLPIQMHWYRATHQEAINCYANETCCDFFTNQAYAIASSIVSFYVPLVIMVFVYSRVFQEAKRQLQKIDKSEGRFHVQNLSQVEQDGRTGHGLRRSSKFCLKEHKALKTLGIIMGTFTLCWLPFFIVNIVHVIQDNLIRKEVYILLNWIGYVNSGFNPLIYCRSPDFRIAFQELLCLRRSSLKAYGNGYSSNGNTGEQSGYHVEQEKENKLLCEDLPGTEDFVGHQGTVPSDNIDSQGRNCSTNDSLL
p53 reactivator = mutant p53 re-activation in reporter cells | H1299 p53-A138V BP100-luciferase reporter, luminescence, 24 h | Potency, µM (top dose mostly 92.2 µM), inactives show at the top dose activity change, positive = activation, most hits filed as activators | 320,000 compounds, 0.063% hits; note: potency is the fitted concentration of half-maximal effect; % of control where 0% means no effect; nearly all actives have a fitted effect of over 45% in size
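p53-null H1299 cells stably carrying temperature-sensitive p53-A138V and a BP100-luciferase reporter were pinned with compounds (4-point, 1:5 series) and held 24 hrs at 37 deg C. Luminescence was read 10 min after detection reagent.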
TCR activator = activates T cell receptor signaling | 330,000 tested, under 10 active | primary human leukocytes, anti-CD3, IL-2 HTRF, 48 h | Potency, µM (highest dose often 9.22 µM), inactives show top-dose activation of IL-2 secretion, usual class: activators | AID 504894; note: % of control where 0% means no effect
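Using a-CD3 beads without co-stimulation, primary human leukocytes were exposed to compounds for 48 hr. An HTRF IL-2 kit measured the cytokine, with europium-to-d2 energy transfer producing emission at 665nm upon 320nm excitation.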
The depositor's hits bear a star; ? = inconclusive; / = no result given; & = joins results of further samples; [ ] = another dose, or the depositor's remark. Unless noted, calls come from the whole dose curve; as a rule, active = well fitted curve in the direction sought with a large enough effect; inconclusive = small, poorly fitted or top-dose-only effect, or another doubt; inactive = no such curve, though single readings can be large; an effect the other way counts as inactive or inconclusive.

SMILES	a7 integrin act	CXXC DNA block	BRCA1 expr up	TRPV1 ag	PTAP TSG101 blk	ELG1 repair inh	A-T KAP1 phos	B2AR arrestin	p53 reactivator	TCR activator
CNc1nc(Cl)nc(Nc2ccccc2)n1	4%	14%	63%	2	-1%	?	9%	-0.2%	2%	-9%
Cc1cccc(Cc2nnc(CCC(=O)NCc3cnc4ccccn34)o2)c1	3%	-8%	5%	-7	-3%	-4%	12%	0.1%	-1%	3%
COC(=O)c1ccc(/C=C/c2c(-c3ccc(OC)cc3)oc3ccccc23)cc1	13%	13%	3%	-4	0%	-2%	29%	-0.7%	2%	2%
O=C(Cn1c(=O)oc2ccccc21)Nc1ccccc1C(F)(F)F	-1%	-2%	-17%	4	1%	2%	9%	-0.8%	-3%	-4%
CC(C)(C)C(=O)Nc1ccc(C(=O)Nc2cccc(Oc3ccc(C(=O)O)c(C(=O)O)c3)c2)cc1	33%	-27%	-38%	-2	-9%	-6%	19%	-0.2%	1%	/
COc1ccc(-c2c(C#N)c(N)nc3c2CCc2ccccc2-3)cc1OC	-4%	-3%	-106%[inhibitor]	/	-5%	?	?	-1.2%	-6%	-3%
CCn1c(=O)n(CC)c2cc(S(=O)(=O)Nc3c(C)cccc3C)ccc21	12%	1%	77%	6	-8%	-12%	13%	0.1%	-4%	-4%
CC1(c2ccccc2)NC(=O)N(CC(=O)N2CCN(S(=O)(=O)c3cccs3)CC2)C1=O (centres undefined)	-7%	/	-2%	-2	-1%	2%	0%	-0.1%	-1%	-2%
COc1ccccc1Oc1ccc(-c2cnc3ccccc3n2)cc1[N+](=O)[O-]	-45%	2%	11%	4	-3%	-14%	-1%	0.2%	?	0%
Cc1ccc(S(=O)(=O)/N=C(/Sc2ccccc2C(=O)O)c2ccccc2)cc1	?	-15%	5%&4%	2	-5%	0%	5%	0.0%	4%	3%
Cc1cccc(OCC(O)CN2CCN(C3CCCCC3)CC2)c1 (centres undefined)	28%	-1%	-20%	-1	-5%	-1%	-14%	0.3%	-3%	6%
Cc1ccc(S(=O)(=O)CCc2nc3ccccc3s2)cc1	-15%	-9%	8%	1	-4%	20%	1%	-0.1%	6%	-2%[46.1 µM]
C=CCNCCCCOc1ccc(C)cc1[N+](=O)[O-]	-38%	-1%	-18%	-4	-2%	26%	-3%	-0.2%	9%	1%
CC(=O)Nc1cccc(OCCCOc2cccc([N+](=O)[O-])c2)c1	-14%	/	19%	/	-5%	/	/	/	/	2%
CCOc1cc(CNCc2cccnc2)cc(Br)c1OCC(N)=O	5%	3%	-29%	0	0%	-4%	13%	-0.1%	?	-2%
Cn1nc(C(=O)N2CCc3ccccc3C2)c2ccccc2c1=O	26%	-6%	-4%	-3	0%	7%	6%	-0.7%	-4%	-1%
CC1(C)Cc2nc3oc4c(N(CCO)Cc5ccccc5)ncnc4c3cc2CO1	4%	-9%	-37%	3	-12%	18µM*	5%	-0.4%	-14%	-3%
O=C(O)c1ccc(N=Cc2c(O)ccc3ccccc23)cc1	-26%	41%[activator]	-34%	-6	-6%	1%	-7%	-0.4%	/	-3%
CC(C)(C)OC(=O)N[C@@H](Cc1ccccc1)C(=O)NCC1CCC(C(=O)O)CC1 (some centres undefined)	-4%	1%	3%	-1	-1%	?	-5%	-0.9%	2%	-4%
Cc1cccnc1NC(=O)CSc1nnc(Cc2ccccc2)o1	1%[7.66 µM]	4%	-8%	0	-5%	27%	-1%	-0.3%	10%	2%[46.1 µM]

Eight neighbouring records out of the list so far:
SMILES	a7 integrin act	CXXC DNA block	BRCA1 expr up	TRPV1 ag	PTAP TSG101 blk	ELG1 repair inh	A-T KAP1 phos	B2AR arrestin	p53 reactivator	TCR activator
C=CCNCCCCOc1ccc(C)cc1[N+](=O)[O-]	-38%	-1%	-18%	-4	-2%	26%	-3%	-0.2%	9%	1%
CC(=O)Nc1cccc(OCCCOc2cccc([N+](=O)[O-])c2)c1	-14%	/	19%	/	-5%	/	/	/	/	2%
CCOc1cc(CNCc2cccnc2)cc(Br)c1OCC(N)=O	5%	3%	-29%	0	0%	-4%	13%	-0.1%	?	-2%
Cn1nc(C(=O)N2CCc3ccccc3C2)c2ccccc2c1=O	26%	-6%	-4%	-3	0%	7%	6%	-0.7%	-4%	-1%
CC1(C)Cc2nc3oc4c(N(CCO)Cc5ccccc5)ncnc4c3cc2CO1	4%	-9%	-37%	3	-12%	18µM*	5%	-0.4%	-14%	-3%
O=C(O)c1ccc(N=Cc2c(O)ccc3ccccc23)cc1	-26%	41%[activator]	-34%	-6	-6%	1%	-7%	-0.4%	/	-3%
CC(C)(C)OC(=O)N[C@@H](Cc1ccccc1)C(=O)NCC1CCC(C(=O)O)CC1 (some centres undefined)	-4%	1%	3%	-1	-1%	?	-5%	-0.9%	2%	-4%
Cc1cccnc1NC(=O)CSc1nnc(Cc2ccccc2)o1	1%[7.66 µM]	4%	-8%	0	-5%	27%	-1%	-0.3%	10%	2%[46.1 µM]

(further entries)
SMILES	a7 integrin act	CXXC DNA block	BRCA1 expr up	TRPV1 ag	PTAP TSG101 blk	ELG1 repair inh	A-T KAP1 phos	B2AR arrestin	p53 reactivator	TCR activator
CCOC(=O)CC1CCCCN1C(=O)c1ccc2nc(CCOC)oc2c1 (centres undefined)	-2%	-3%	6%	-1	-4%	0%	-2%	0.4%	13%	0%
O=C(Cn1cnc(S(=O)(=O)N2CCCC2)c1)Nc1cccc(F)c1	-19%	1%	-8%&0%	0	-4%	9%	4%	0.2%	-1%	2%
Nc1nc(SCCN2C(=O)c3ccccc3C2=O)n[nH]1	0%	-10%	5%	0	-8%	14%	/	-0.2%	0%	-8%
CCOC(=O)CN(C(=O)CN1CCC(n2nnc3cc(C)ccc32)CC1)c1ccccc1	-28%	-1%	-19%	4	-8%	?	0%	0.2%	-2%	5%
COc1ccc2nc(N3CCOCC3)cc(C)c2c1	14%	-4%	?	-4	-13%	?	-3%	-0.1%	30%	/
CCCCNC(=O)CN1C(=O)C(CC)Oc2ccc(Cl)cc21 (centres undefined)	-3%	-4%	1%	10	-5%	4%	-4%	-0.8%	-7%	/
S=C(Nc1ccc(Cl)cc1)NC1CCCCC1	-29%	-6%	86%	/	1%	35%	2%	-0.6%	17%	10%
CSCCC(NC(=O)c1ccccc1Br)C(=O)N1CCC(C)CC1 (centres undefined)	4%	-6%	0%	0	-3%	-5%	-12%	-0.2%	2%	3%
O=C(NC1(Cc2ccccc2)CCN(CCc2cccs2)C1=O)c1ccccc1 (centres undefined)	-11%	/	-1%	?	-4%	?	11%	0.3%	-2%	-9%
CC1CCCC(NC(=O)C2CCN(S(=O)(=O)N3CCCCC3)CC2)C1C (centres undefined)	-3%	-1%	-11%	10	1%	-20%	0%	0.0%	-2%	-4%
COc1ccc(-c2nn3cnnc3s2)cc1OC	-3%	-4%	8%	-2	-1%	13%	1%	-0.5%	-9%	2%
COc1cc(OC)cc(-c2c(-c3cccs3)c3cc(-c4cnc(OC)nc4)ccc3n2C)c1	-18%	/	-9%	1	-2%	?	-1%	-1.0%	11%	-5%
COC(=O)[C@@H]1C(c2ccccc2)(c2ccccc2)[C@@]1(C)C(=O)OC	-10%	3%	-15%	18	-1%	5%	1%	-1.9%	-9%	3%[46.1 µM]
CCOC(=O)C1=C(c2ccccc2)N2CCS(=O)(=O)N=C2S1	-3%	5%	-14%	0	-2%	?	-1%	0.9%	-1%	5%
O=C(CN1CCN(Cc2ccccc2)CC1)NC(=O)NCc1ccco1	8%	15%	-8%	-1	-1%	-11%	-2%	-1.1%	15%	0%
CCc1ccc(NS(=O)(=O)c2ccc(OC)c3ncccc23)cc1	-7%	18%	12%	-4	-4%	6%	1%	0.4%	20%	-2%
O=C(O)CNS(=O)(=O)c1ccc(-c2ccccc2)cc1	/	5%	/	-2	/	-6%	-1%	0.4%	0%	/
CC1(OC(=O)CCc2ccccc2)C(=O)C=C2C=C(c3ccc(C#N)cc3)N(Cc3ccccc3)C=C2C1=O (centres undefined)	18%	-2%	-23%	-8	-5%	-9%	19%	0.5%	1%	-2%
COc1cc(CNCc2ccc3c(c2)OCO3)c([N+](=O)[O-])cc1OC	0%	0%	-11%	4	-3%	-4%	8%	1.1%	23%	/
C[C@H]1CC[C@]2(O[C@H](CCO)C[C@H](O)[C@H]2O)O1	17%	/	-6%	/	-9%	/	/	/	/	2%
